A3A deaminase: human APOBEC3A DNA deaminase inhibition; recombinant A3A, FAM/TAMRA ssDNA deamination fluorescence; P31941; 330,000 compounds, 0.41% hits; inhibition, % at 20 µM; AID 493011;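 active means at least 40% inhibition at 20 µM here, with at most 30% in a related deaminase screen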;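 further: plate controls were A3A with DMSO for no effect and wells lacking A3A enzyme for full effect; some results filed as inactive read as strong as hits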
Target sequence (P31941 whole entry, looked up): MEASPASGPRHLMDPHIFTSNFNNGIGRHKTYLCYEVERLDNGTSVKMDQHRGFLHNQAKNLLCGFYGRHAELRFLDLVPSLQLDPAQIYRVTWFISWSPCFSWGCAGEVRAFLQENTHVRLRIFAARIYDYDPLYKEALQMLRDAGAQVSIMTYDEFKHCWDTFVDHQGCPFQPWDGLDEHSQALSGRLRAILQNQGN
mIAP act: mouse IAP activation. activation factor at 10 µM. AID 2805. 330,000 compounds, 0.24% hits. muIAP, CDP-Star luminescence, 30 min; stronger effect = higher value; 1 = vehicle-only enzyme signal, 0 = enzyme-free wells;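 active means activation factor of at least 2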; further: the source names both 10 and 20 µM as test concentration; values of inactives mirror those of a sister screen read the other way
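Assay system: mouse IAP enzyme / Compound: DMSO-dissolved test compounds / Timing: 30 min, room temperature / Measured by: luminescence from enzymatic CDP-Star hydrolysis / Control set: DMSO-only wells, enzyme-free buffer wells as negative control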
TIM10 inh: inhibits growth of TIM10 yeast strain | AID 463195 | inhibition, % at 10 µM | 330,000 compounds, 1.4% hits | S. cerevisiae TIM10 strain growth, BacTiter-Glo luminescence, 24 h;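 active means inhibition of 40% or more at the single tested concentration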;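 further: wild-type TIM10 isogenic control strain grown at permissive 25 °C; 0% = DMSO yeast wells and 100% = minimal medium wells without yeast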
A3G deaminase: inhibitors of human APOBEC3G DNA deaminase; 330,000 compounds, 0.28% hits; recombinant A3G, ssDNA deamination FAM/TAMRA fluorescence; Q9HC16; inhibition, % at 20 µM;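 active means inhibition of at least 40% at 20 µM, with no more than 30% in the related APOBEC3A deaminase screen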;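 further: plate controls were DMSO wells with A3G for no effect and wells lacking A3G enzyme for full effect; some compounds called inactive have numbers as strong as hits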
Target sequence (Q9HC16 whole entry, looked up): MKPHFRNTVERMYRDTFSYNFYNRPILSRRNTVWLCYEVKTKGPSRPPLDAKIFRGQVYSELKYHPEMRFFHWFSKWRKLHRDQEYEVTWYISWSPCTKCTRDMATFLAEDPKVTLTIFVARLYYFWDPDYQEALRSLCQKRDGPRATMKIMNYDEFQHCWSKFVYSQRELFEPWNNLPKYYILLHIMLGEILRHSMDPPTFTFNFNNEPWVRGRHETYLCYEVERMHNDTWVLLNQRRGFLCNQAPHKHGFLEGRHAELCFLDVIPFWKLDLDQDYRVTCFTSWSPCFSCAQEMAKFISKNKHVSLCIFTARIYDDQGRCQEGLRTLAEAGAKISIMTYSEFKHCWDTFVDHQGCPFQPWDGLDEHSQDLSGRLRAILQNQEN
NLRP3 yeast inh: inhibitors of NALP3 inflammasome in yeast; AID 2825; 330,000 compounds, 0.39% hits; Yeast reconstituted NLRP3/ASC/caspase-1, beta-gal luminescence, 24 h; inhibition, % at 10 µM;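 active means inhibition of 50% or more; inactive means inhibition below 50%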;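 further: plate controls were induced DMSO wells for no effect and uninduced yeast grown without galactose for full effect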
hIAP inh: blocks human intestinal alkaline phosphatase; P09923; purified IAP, CDP-Star luminescence, 30 min; inhibition, % at 10 µM; 330,000 compounds, 0.12% hits; AID 2544;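 active means inhibition reaching a set limit with compound at 10 µM in the primary screen, cut at about 35% in these data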;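 further: plate controls were DMSO wells with enzyme for no effect and no-enzyme buffer wells for full effect; values of inactives mirror those of a sister screen read the other way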
Target sequence (P09923 whole entry, looked up): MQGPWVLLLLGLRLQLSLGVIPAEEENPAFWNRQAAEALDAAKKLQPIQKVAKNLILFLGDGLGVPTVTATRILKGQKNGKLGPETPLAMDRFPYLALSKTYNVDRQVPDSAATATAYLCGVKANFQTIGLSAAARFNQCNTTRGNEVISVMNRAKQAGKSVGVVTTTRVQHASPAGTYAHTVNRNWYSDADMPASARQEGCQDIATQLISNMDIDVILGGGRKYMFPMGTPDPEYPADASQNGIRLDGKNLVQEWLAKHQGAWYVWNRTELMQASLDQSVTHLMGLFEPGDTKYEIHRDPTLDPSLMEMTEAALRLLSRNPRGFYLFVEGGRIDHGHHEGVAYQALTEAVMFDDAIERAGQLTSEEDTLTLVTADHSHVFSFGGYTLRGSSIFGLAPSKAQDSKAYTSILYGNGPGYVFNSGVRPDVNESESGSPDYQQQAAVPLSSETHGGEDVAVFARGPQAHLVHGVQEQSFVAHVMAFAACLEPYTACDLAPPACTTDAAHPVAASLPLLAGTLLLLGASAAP
tim10-1 inh: inhibits growth of tim10-1 mutant yeast; S. cerevisiae tim10-1 ts strain growth, BacTiter-Glo, 24 h; AID 463190; 330,000 compounds, 2.2% hits; inhibition, % at 20 µM;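 active means inhibition of at least 40%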;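 further: mutant grown at 25 °C; 0% = DMSO wells with yeast and 100% = wells holding no yeast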
MIN6 prolif: MIN6 beta-cell proliferation induction | MIN6 cells proliferation, ATPlite luminescence, 48 h; cells starved in 0.2% serum; 100% = growth in 10% serum | proliferation, % at 10 µM | 330,000 compounds, 0.29% hits;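 active means compounds whose signal lies at least 3.5 SD above the mean of all wells on their plate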;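 further: 0% = DMSO-treated cells in low-serum medium and 100% = 10% serum control; some compounds called inactive have numbers as strong as hits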
mIAP block: mouse IAP inhibition; purified mouse IAP, CDP-Star luminescence, 30 min; inhibition, % at 10 µM; 330,000 compounds, 0.2% hits;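 active means inhibition of at least 40% at 10 µM in the primary screen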;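 further: plate controls were DMSO with enzyme for no effect and no enzyme wells for full effect; values of inactives mirror those of a sister screen read the other way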
* hit, by the source's call; & = joins results of further samples.

Each structure is followed by: TIM10 inh	A3A deaminase	MIN6 prolif	NLRP3 yeast inh	mIAP block	A3G deaminase	hIAP inh	tim10-1 inh	mIAP act
1. Cn1cc(Br)c(C(=O)N2CCc3ccccc32)n1
→ 6	-1	0	2	1	0	-18	13	0.99
2. Cc1ccc(S(=O)(=O)N2CCC(C(=O)Nc3ccncc3)CC2)cc1
→ 4	-3	-4	2	-2	0	9	8	1
3. CN(Cc1ccccc1)c1ncnc2sccc12
→ 12	1	0	-11	6	-8	3	8	0.94
4. CC(C)(C)C(=O)NC(=S)N1CCc2ccccc21
→ 3	-1	-1	-1	10	-6	-12	12	0.9
5. COc1ccccc1NS(=O)(=O)c1cccc(NC(=O)NCCCl)c1
→ -7	-7	-3	14	-8	2	-9	10	1.1
6. CSCC[C@H](NC(=O)[C@@H]1Cc2ccccc2CN1)C(=O)NC1CCCC1
→ -4	-5	-2	14	1	-6	-16	-9	0.99
7. Cc1nn(C)c(Cl)c1S(=O)(=O)N[C@@H](c1ccccc1)[C@]1(C)C[C@H]1[C@@H](C)C(=O)Nc1ccc2ccccc2c1
→ 10	0	-7	12	-92	-5	-4	10	1.9
8. COc1cc(SC)ccc1C(=O)Nc1ccc(C)cc1
→ 6	-2	-3	28	-8	-11	16	-11	1.1
9. CCNc1oc(COc2ccccc2F)nc1C#N
→ 8	-1	-1	-3	7	-4	-44	23	0.93
10. Brc1ccccc1-c1nnc(COc2ncnc3ccccc23)o1
→ 20	-3	-5	-4	-5	12	-7	-7	1.1
11. COCCn1nnnc1C(C(C)C)N1CCCC(C)C1 (stereo not given)
→ 14	2	-4	3	7	7	-7	16	0.93
12. CCCCn1c(C23CC4CC(CC(C4)C2)C3)n[nH]c1=S
→ 36	0	-1	48	7	6	-16	33	0.93
13. C/C(=N\NC(=O)c1ccc(Cl)cc1)c1ccc2[nH]ccc2c1
→ 15	-5	-5	26	-3	-8	-17	-12	1
14. CCCOc1ccc(-c2c(C(=O)N/N=C/c3ccccc3)nnn2-c2nonc2N)cc1
→ 2	3	-2	10	6	0	2	5	0.94
15. COc1ccc(-n2nc(C(=O)NCC(=O)NCCCN3CCN(C)CC3)c3ccccc3c2=O)cc1
→ 7	-3	0	8	4	-5	6	-8	0.96
16. CC1(CCc2ccccc2)NC(=O)N(CC(=O)Nc2ccc3c(c2)OCCO3)C1=O (stereo not given)
→ -6	1	-1	14	-11	-9	-1	2	1.1
17. CC(=O)/C(N)=N/Nc1cccc(Cl)c1
→ -35	-1	0	33	5	-2	-4	4	0.95
18. O=c1c2c(nc3cc(-c4ccccc4Cl)[nH]n13)CCS2
→ 6	-2	-4	-10	16	-4	2	20	0.83
19. CCN1CCN(Cc2c(OC)ccc3ccccc23)CC1
→ -16	2	-3	9	0	-4	8	5	0.99
20. CC1C(c2ccccc2)N(C)CCC12NC(=O)NC2=O (stereo not given)
→ -12	-6	-2	-5	4	-8	16	2	0.96
21. NC(=O)COc1ccc(Nc2nnc(-c3ccc(O)cc3)c3ccccc23)cc1
→ 1	2	1	0	6	1	2	-13	0.94
22. CCCCn1c(N)c(N(Cc2ccccc2OC)C(=O)c2ccc(N3CCCC3=O)cc2)c(=O)[nH]c1=O
→ 1	8	3	14	9	-6	4	-1	0.91
23. O=C(NCC(c1ccc(F)cc1)N1CCOCC1)c1cc(F)c(F)c(F)c1F (stereo not given)
→ 8	-3	-3	-4	-1	-10	-1	22	1
24. CCOC(=O)C(CSCC(=O)c1ccc(Br)cc1)NC(=O)OC(C)(C)C (stereo not given)
→ 2	-2	-1	18	11	-6	13	22	0.89
25. Cc1cc(C)n2nc(C(=O)Nc3cc(S(=O)(=O)N4CCCCC4)ccc3C)nc2n1
→ 0	-4	0	11	3	-5	6	5	0.97
26. COCCN(CC(=O)NCC1CCCO1)C(=O)CCC(=O)Nc1cc(C)ccn1 (stereo not given)
→ -2	-1	0	5	-3	-3	14	11	1
27. Cc1cc(C(F)F)n2nc(C(=O)Nc3cccc(C(F)(F)F)c3)nc2n1
→ -5	4	-6	-3	1	4	-7	7	0.99
28. CCOc1cccc(Oc2ccc(C(F)(F)F)cn2)c1
→ -22	-3	-2	-3	-9	-5	3	-16	1.1
29. O=C(CCCc1ccccc1)Nc1ccnn1C1CCN(Cc2ccc(Cl)cc2)CC1
→ 4	-3	-5	14	-150	-2	-195	26	2.5*
30. O=C(Cn1nc(-c2ccccc2)oc1=O)OCC(=O)c1ccccc1
→ 6	0	-2	-2	0	0	-1	3	1
31. c1cc[n+](CCCC[n+]2ccccc2)cc1
→ -9	-4	-2	9	25	2	-1	25	0.75
32. CC(=O)NS(=O)(=O)c1ccccc1
→ -11	-5	-2	10	-6	-8	13	-19	1.1
33. CCOC(=O)N1CCN(CC(=O)Nc2ccc(Oc3ccccc3)cc2)CC1
→ 6	5	1	26	-11	-1	-10	37	1.1
34. C=CCN(CC(=O)Nc1c(C)cccc1CC)C(=O)SCCC
→ -6	1	4	-5	-6	2	-19	11	1.1
35. CNc1cc(C(F)(F)F)nc(-c2ccccn2)n1
→ 12	-3	5	-12	0	-6	-12	10	1
36. COC(=O)Cc1c(O)ccn(Cc2ccc3c(c2)OCO3)c1=O
→ -13	-4	-1	1	-14	-8	4	-1	1.1
37. COc1ccc(OC(=O)NCCc2ccccc2)cc1
→ 5	1	-2	18	1	-4	0	1	0.99
38. CCOc1ccccc1OCc1nn2c(-c3ccc(C)cc3)nnc2s1
→ 27	-4	-3	16	10	-1	-37	27	0.9
39. Cc1cc(C)nc(NS(=O)(=O)c2cccs2)c1
→ 15	2	1	6	-6	-5	-2	-6	1.1
40. Cc1ccc(SCC(=O)NNC(=O)CCS(=O)(=O)c2ccc(C)cc2)cc1
→ 1	3	-1	15	3	13	-87	15	0.97
41. Cc1nc2ccc(C(=O)Nc3ccc(N(C)C)cc3)cc2s1
→ -6	-1	1	25	-9	0	-65	-16	1.1
42. CC1CC(C)(C)N(C(=O)NC2CCCCC2)c2ccccc21 (stereo not given)
→ -5	-4	0	-6	3	-5	-8	-22	0.97
43. Cn1ncc(Cl)c1C(=O)Nc1sc2c(c1C(N)=O)CCC2
→ 7	2	1	14	8	2	3	20	0.92
44. CSc1ccccc1NC(=O)c1ccccc1N(Cc1ccccc1)S(C)(=O)=O
→ 28	0	-1	-9	9	-3	9	26	0.91
45. CCN(CC)c1ccc(C(=O)Nn2c(C)nc3ccccc3c2=O)cc1
→ -5	-1	-1	13	-7	-8	-3	15	1.1
46. CCOc1cc(/C=C2/NC(=O)NC2=O)cc([N+](=O)[O-])c1O
→ 2	0	-1	-56	12	-1	-15	16	0.88
47. Cc1nc(NC(=O)CN(C)S(=O)(=O)c2ccc(Br)cc2)sc1C
→ 5	0	-3	-2	14	-7	3	10	0.86
48. Cc1cc(=O)oc2ccc(OC(=O)CN3C(=O)c4cccc([N+](=O)[O-])c4C3=O)cc12
→ 2	5	0	9	6	3	-4	6	0.94
49. Cc1ccc(NC(=O)Nc2cnccn2)cc1Cl
→ -26	3	-3	26	-25	0	1	-3	1.2
50. CCCCOCCCNC(=O)c1ccccc1OCC
→ 7	-1	-3	26	4	-5	6	6	0.96
51. COc1cc(/C=N/n2cc(-c3ccccc3)[nH]c2=S)cc(OC)c1O
→ 0	-14	-1	9	-7	46*	-10	8	1.1
52. CCC(C)[C@H](NC(=O)C1CCN(C(=O)[C@H](Cc2ccccc2)NS(=O)(=O)c2ccc(C)cc2)CC1)C(=O)O (stereo not given in full)
→ -2	4	1	-9	-1	-5	-2	16	1
53. Cc1cc2ccccc2n1CCNC(=O)C(C)Oc1ccccc1 (stereo not given)
→ 2	-4	-7	6	10	-8	12	13	0.9
54. Cc1ccc(Cl)c(Cn2cnc3c(cnn3C(C)(C)C)c2=O)c1F
→ 8	-3	-2	14	4	-7	-12	3	0.96
55. CCN(CC)c1ncc(C#N)c(N)n1
→ -13	3	3	23	5	1	-4	-29	0.95
56. O=c1oc2ccccc2c(Nc2ccc3ncccc3c2)c1[N+](=O)[O-]
→ -4	-5	0	1	5	-8	4	3	0.95
57. O=C(NCCc1ccc(Cl)cc1)C1(c2ccccc2)CC1
→ -4	4	5	20	-8	11	0	26	1.1
58. O=C(NC1CCCN(Cc2ccccc2F)C1)c1cccc(N2CCCC2=O)c1 (stereo not given)
→ -9	-4	6	-9	-7	-9	-7	-8	1.1
59. CC(=O)N1c2ccc(S(=O)(=O)N3CCC(C(=O)NCc4ccc(C)cc4)CC3)cc2CC1C (stereo not given)
→ 2	-4	0	11	-6	-3	-14	4	1.1
60. O=C(COc1ccccc1)NC1=NCCS1
→ 13	-3	0	9	-7	-3	18	10	1.1

More results.
Each structure is followed by: TIM10 inh	A3A deaminase	MIN6 prolif	NLRP3 yeast inh	mIAP block	A3G deaminase	hIAP inh	tim10-1 inh	mIAP act
61. O=C(Cc1ccccc1F)Nc1ccc(S(=O)(=O)N2CCCCC2)cc1
→ 18	1	-1	14	-4	-4	-18	19	1
62. O=C(CCc1ccccc1)NNC(=O)c1cccc(F)c1
→ -12	7	-4	8	0	-1	-19	-2	1
63. CC(CC1C(C#N)=C(N)SC(N)=C1C#N)c1ccccc1 (stereo not given)
→ -3	-5	-4	16	-6	-1	-5	18	1.1
64. O=C(Cc1cccs1)N1CCCC(c2nc(-c3ccc(S(=O)(=O)N4CCCC4)cc3)no2)C1 (stereo not given)
→ 18	3	0	8	7	-5	4	23	0.93
65. CCC(=O)N1CCc2cc(S(=O)(=O)CCC(=O)N3CCN(c4ccc(F)cc4)CC3)ccc21
→ -4	-6	1	12	5	-3	18	7	0.95
66. CN1C(C(=O)Nc2ccccn2)=C(O)c2sccc2S1(=O)=O
→ -1	-3	-1	4	-10	-4	-2	0	1.1
67. COC(=O)C1=C(NC(=O)c2ccc(C)c(C)c2)CCS1
→ -27	-6	-1	26	5	-6	-2	9	0.95
68. COc1ccccc1C(CNC(=O)C(C)Oc1ccc(Br)cc1)N1CCCC1 (stereo not given)
→ -3	1	-2	4	-2	-8	10	1	1
69. Cn1c(=O)[nH]c(=O)c2c1nc(CN1CCN(c3ccc(F)cc3)CC1)n2CCCc1ccccc1
→ 12	3	3	-2	1	-2	3	18	0.99
70. Clc1ccc2nsnc2c1NC1=NCCN1
→ 2	-3&0	-8	14	-7	-8&-2	2	-2	1.1
71. O=C1OCCC1Sc1nnc(-c2ccc3c(c2)OCO3)n1-c1ccccc1 (stereo not given)
→ 8	2	-1	7	2	0	0	18	0.98
72. CN(CC(=O)Nc1cccc(F)c1)C(=O)C1CC(=O)N(CCc2ccccc2)C1 (stereo not given)
→ -8	-2	-4	-1	4	-8	2	-17	0.96
73. Cc1ccc(C)c(COC(=O)c2cc(S(=O)(=O)N3CCCCC3)ccc2N2CCOCC2)c1
→ 6	1	-5	17	2	-4	7	16	0.98
74. CCOc1ccc(N(CC(=O)NCCCOC)S(C)(=O)=O)cc1
→ -9	-4	0	-9	2	-5	-6	-9	0.98
75. CC(=O)N1CCN(c2ccc(NCc3cccc(C)c3)cc2)CC1
→ 5	-4	-3	17	10	-8	-1	-7	0.9
76. Cc1c(NC(=S)NC(=O)COc2ccccc2)c(=O)n(-c2ccccc2)n1C
→ 5	1	0	4	9	2	-14	-2	0.91
77. O=C(Cn1cnc2c(nc3n2CCCCC3)c1=O)Nc1cccc(C(F)(F)F)c1
→ -2	-1	-2	-2	-4	-7	-32	6	1
78. CCn1ncc(Br)c1C(=O)Nc1ccc(OC(F)(F)F)cc1
→ -7	0	1	33	-4	-5	-6	1	1
79. CCNC(=O)Nc1cc2nc(C)n(Cc3ccc(Br)cc3)c2nc1C
→ 0	0	2	2	-17	0	-22	10	1.2

Compound activity (PubChem)

Outcome played no part in choosing rows. Share with any hit: about 4.6%.
